# From PubChem
# MrgX1 antagonist – antagonists of human MrgX1 receptor; MRGX1-HEK293 calcium flux, Fluo-4, BAM8-22 antagonism; active compounds read low; B-score at 10 µM; 310,000 tested, 1.3% active;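 active means calcium-response B-score plate-corrected more than 3 library SD below zero, starting fluorescence within 5 deviations, no agonist response on first addition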;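 further: peak minus trough fluorescence over baseline after final BAM8-22 challenge near maximal dose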
# HIF act – HIF pathway transcriptional activation; U2OS HRE-luciferase reporter, luminescence; normalized: DMSO 0%, desferrioxamine 100%; activation, % at 7.5 µM (by protocol); 300,000 tested, 0.32% active; AID 1910;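 active means mean activation of at least 10% of the iron chelator positive control signal, with at least half of replicates also reaching 10%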
# TRPC4 inh – blocks the mouse TRPC4 cation channel. Q9QUQ5. HEK293 TRPC4beta/mu-opioid, DAMGO-evoked Fluo4 calcium flux; active compounds read low. B-score at 10 µM. 300,000 tested, 0.39% active. AID 2247;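 active means B-score over 3 SD under the library average, no early fluorescence shift, positive overall ratio signal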
#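 Assay system: TRPC4beta/mu-opioid receptor HEK293 cell line; compound dosing: single concentration per test compound; detection: Fluo4 Ca2+ flux fluorescence; evaluation: per-well B score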
# RGS4 inh – inhibitors of human RGS4. P49798. HEK293 M3R/RGS4 inducible, Fluo-4 calcium flux; active compounds read high; triggered by carbachol at its EC20. B-score at 10 µM. 310,000 tested, 0.45% active. AID 463165;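 active means B-score, a plate-corrected calcium signal, over three deviations above library mean, with baseline fluorescence within five deviations of library mean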;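 further: RGS4 expression induced by doxycycline in cells with stable M3 receptor; B-score is computed from the integrated fluorescence ratio over baseline after carbachol; higher B-score means a larger calcium signal and so more RGS4 inhibition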
# Target sequence (P49798 whole entry, looked up): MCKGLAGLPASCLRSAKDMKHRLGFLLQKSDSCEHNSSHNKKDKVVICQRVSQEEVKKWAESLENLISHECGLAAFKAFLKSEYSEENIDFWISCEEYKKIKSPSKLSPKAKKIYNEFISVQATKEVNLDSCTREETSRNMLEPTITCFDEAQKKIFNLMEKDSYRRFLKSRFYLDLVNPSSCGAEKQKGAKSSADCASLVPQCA
# SKKanGAS inh – inhibitors of SKKanGAS S. pyogenes growth in kanamycin (SK-promoter or general growth effect); 300,000 tested, 1.3% active; BacTiter-Glo, 6 h; inhibition, % at 7.5 µM;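 active means mean replicate score, as percent of positive control median, at least 50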;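 further: strain carries kanamycin resistance gene driven by streptokinase promoter and grows in 40 µg/ml kanamycin; loss of luminescence reflects streptokinase promoter inhibition or plain growth inhibition; 0% = median of DMSO wells and 100% = positive control at its reference dose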
# Platelet DG rel – platelet dense granule release activity | inhibition, %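 (compounds screened at 7.5 µM in platelet-rich plasma)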 | AID 1663 | 300,000 tested, 0.22% active | human platelet-rich plasma, SFLLRN dense granule ATP release, luminescence;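 active means mean replicate score, as percent of positive control, at or above 50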
# MrgX1 PAM – human MrgX1 positive allosteric modulation, primary screen. Q96LB2. MrgX1-HEK293, Fluo-4 calcium flux, FDSS; active compounds read high. B-score at 10 µM. 310,000 tested, 0.63% active;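 active means plate-corrected calcium response at least 3 library SD above typical, normal starting fluorescence, not activating the receptor alone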;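 further: compound read alongside a low EC10 to EC30 dose of BAM8-22 agonist; peak minus trough fluorescence over baseline measured at the second addition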
# MrgX1 ag – activates human MrgX1 receptor signaling; 310,000 tested, 0.44% active; B-score at 10 µM; MrgX1-HEK293 cells, Fluo-4 calcium fluorescence, agonist mode; active compounds read high;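 active means calcium response B-score plate-corrected fluorescence ratio at least 3 library SD, with starting fluorescence B-score inside 5 SD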
#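 Test system: Stable human MrgX1 HEK293 cell line | Schedule: Overnight plating before 1 h dye loading | Read-out basis: Baseline-normalised fluorescence change ratio, B-scored | Detection: Kinetic calcium dye fluorescence, Fluo-4 NW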
# TRPC6 act – activators of mouse TRPC6 channel; Q61143; HEK293-TRPC6 membrane potential dye fluorescence; active compounds read high; B-score at 10 µM; 310,000 tested, 0.13% active;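 active means B-score of the integrated fluorescence ratio above library mean plus 3 SD, and starting fluorescence ratio within library mean plus 5 SD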;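 further: higher score means more depolarization so channel activation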
# Target sequence (Q61143 whole entry, looked up): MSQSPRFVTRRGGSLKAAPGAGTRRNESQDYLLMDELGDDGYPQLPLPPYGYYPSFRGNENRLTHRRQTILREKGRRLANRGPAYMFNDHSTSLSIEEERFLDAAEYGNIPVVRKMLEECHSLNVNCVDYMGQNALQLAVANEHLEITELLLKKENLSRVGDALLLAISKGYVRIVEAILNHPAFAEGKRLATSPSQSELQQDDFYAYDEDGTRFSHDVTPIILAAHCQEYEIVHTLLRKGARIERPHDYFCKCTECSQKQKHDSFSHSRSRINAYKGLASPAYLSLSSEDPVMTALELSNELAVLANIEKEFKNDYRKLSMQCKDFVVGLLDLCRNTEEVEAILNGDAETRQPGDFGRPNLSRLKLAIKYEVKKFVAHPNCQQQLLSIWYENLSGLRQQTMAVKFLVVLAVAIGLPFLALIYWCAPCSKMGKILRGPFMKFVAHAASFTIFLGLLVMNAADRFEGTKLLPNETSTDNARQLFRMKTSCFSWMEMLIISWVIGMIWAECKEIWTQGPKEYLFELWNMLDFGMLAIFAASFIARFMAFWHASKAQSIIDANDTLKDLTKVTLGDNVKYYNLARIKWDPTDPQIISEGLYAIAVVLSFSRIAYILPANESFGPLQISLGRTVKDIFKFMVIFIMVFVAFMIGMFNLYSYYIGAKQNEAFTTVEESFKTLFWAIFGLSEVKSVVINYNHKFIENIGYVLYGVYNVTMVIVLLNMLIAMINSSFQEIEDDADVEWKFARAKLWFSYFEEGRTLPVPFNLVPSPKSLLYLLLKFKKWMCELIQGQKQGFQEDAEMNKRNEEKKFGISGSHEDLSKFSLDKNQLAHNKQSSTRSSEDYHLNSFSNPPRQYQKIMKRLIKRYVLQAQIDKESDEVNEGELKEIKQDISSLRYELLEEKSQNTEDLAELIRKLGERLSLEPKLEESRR
# TRPC6 inhibitor – inhibitors of mouse TRPC6 channel. Q61143. HEK293-TRPC6, membrane potential dye, ACh-evoked depolarization; active compounds read low. B-score at 10 µM. 310,000 tested, 1.1% active. AID 2553;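 active means B-score under library mean minus 3 SD, initial fluorescence not abnormally high, positive integrated signal ratio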;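 further: B-score derived from integrated fluorescence ratio over the kinetic read; more negative B-score means stronger inhibition of depolarization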
# RGS4 pot – RGS4 potentiation or activation; 310,000 tested, 0.92% active; HEK293 M3R/inducible RGS4, carbachol calcium flux Fluo4; active compounds read low; B-score at 10 µM;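 active means B-score of the integrated calcium signal more than 4 SD below the library mean, with starting fluorescence not abnormally high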;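 further: negative B-score means reduced calcium response which marks RGS4 activation or potentiation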
#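 test system = HEK293 cells with stable M3R and inducible RGS4 | schedule = recording 10 s baseline at 1 Hz, 100 s post-agonist | technique = Fluo4-AM (2 µM) calcium-flux fluorescence, kinetic read | measure = Agonist-evoked peak-minus-minimum fluorescence over baseline, integrated ratio, B score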
# An asterisk follows results filed as active; i = inactive; · = no result given. The order is random; any-hit rate near 6.1%.
SMILES,MrgX1 antagonist,HIF act,TRPC4 inh,RGS4 inh,SKKanGAS inh,Platelet DG rel,MrgX1 PAM,MrgX1 ag,TRPC6 act,TRPC6 inhibitor,RGS4 pot
COCCCNC(=O)c1cc(S(=O)(=O)N2CCOCC2)ccc1SCc1cccc(OC)c1OC,i,-0.8,i,i,-7,7,i,i,i,i,i
CCN1CCN(C(=S)c2ccc(-c3ccccc3)cc2)CC1,i,-0.4,i,i,-3,1,i,i,i,i,i
CN1CCN(NC(=O)Nc2ccc(F)cc2)CC1,i,0.0,i,i,3,12,i,i,i,i,i
CN1C(=O)C(CC(=O)NCCc2ccccc2)N(NC(=O)c2cccc(F)c2)C1=S (configuration not stated),i,-0.5,i,i,2,-24,i,i,i,i,i
Cc1ccc(C(=O)COC(=O)CNC(=O)COc2ccccc2C)cc1C,i,-0.4,i,i,-10,10,i,i,i,i,i
N#Cc1cnc(SCC(=O)c2ccccc2)nc1N,i,1.5,i,i,2,3,i,i,i,i,i
Cc1cc(C)cc(NC(=O)c2ccc(NC3=NC4CS(=O)(=O)CC4S3)cc2)c1 (configuration not stated),i,-0.1,i,i,-2,1,i,i,i,i,i
Cc1ccc(C(=O)NCCN2CCN(C(=O)c3ccc(C)c(C)c3)CC2)cc1C,·,-0.2,i,i,-9,-6,·,·,i,i,i
COCC(=O)NNS(=O)(=O)c1ccccc1[N+](=O)[O-],i,0.4,i,i,16,-23,i,i,i,i,i
N#CCSc1nnc(COc2ccc3ccccc3c2)o1,i,1.9,i,i,-13,-1,25*,i,i,i,i
CC1(C)OC(c2ccccc2)=C/C(=C/C=Nc2ccccc2)O1,i,1.0,i,i,0,0,i,i,i,i,i
COc1ccc(-c2cn[nH]c2N)c(OC)c1,i,0.4,i,i,3,-3,i,i,i,i,i
COc1cccc2sc(Nc3nc4ccc(NC(C)=O)cc4s3)nc12,i,0.8,i,i,25,-15,i,i,i,i,i
COC(=O)C1=C(C)N(c2ccc(Br)cc2)C(=O)/C1=C\c1ccco1,i,-0.1,i,i,-15,7,i,i,i,i,i
COc1cccc(-c2nc(-c3ccccc3)[nH]c(=O)c2C#N)c1,i,0.0,i,i,16,-2,i,i,i,i,i
CN1/C(=C/C(=S)NC(=O)C2CCC2)C(C)(C)c2ccccc21,i,-0.4,i,i,1,4,i,i,i,i,i
CC(=O)c1nn(-c2ccccc2)cc1C(=O)c1ccc(Br)cc1,i,0.2,i,i,5,-1,i,i,i,i,i
O=C(COc1ccc(S(=O)(=O)N2CCOCC2)cc1)NCc1ccccn1,i,-0.2,i,i,2,-10,i,i,i,i,i
CN(C(=O)c1ccncc1)c1nnc(-c2ccccn2)s1,i,4.8,i,i,-1,16,i,i,i,i,i
CC1CN(C(=O)c2cccc(S(=O)(=O)Nc3ccccc3Cl)c2)CC(C)O1 (configuration not stated),i,0.1,i,i,3,-4,i,i,i,i,i
CCOc1ccc(NC(=S)Nc2cc(C)[nH]n2)cc1,i,2.4,i,i,2,7,i,i,i,i,i
CC1=C(C(N)=O)C(c2cccs2)n2nc(-c3cccc(Cl)c3)nc2N1 (configuration not stated),i,-1.2,i,i,7,-2,i,i,i,i,i
CCN(C(=O)c1cc([N+](=O)[O-])ccc1NCc1cccnc1)c1ccccc1,i,-0.2,i,i,2,-2,i,i,i,i,i
COc1cc(/C=C2\SC(=S)N(NS(=O)(=O)c3ccc(C)cc3)C2=O)ccc1O,i,-0.2,i,i,8,12,i,116*,23*,i,-7.7*
COC(=O)CNC(=O)COC(=O)C(Cc1ccccc1)NC(=O)c1ccco1 (configuration not stated),i,0.3,i,i,-2,·,i,i,i,i,i
Cn1c(=O)[nH]c(=O)c2c1nc(NCc1ccccc1)n2CC(O)c1ccccc1 (configuration not stated),i,0.5,i,i,-4,13,i,i,i,i,i
O=C(CNC(=O)c1ccccc1)NCCO,i,0.2,i,i,-4,-1,i,i,i,i,i
Cc1cc(C)cc(NC(=O)CSc2nc3ccccc3nc2N2CCCCC2)c1,i,-0.2,i,i,3,20,i,i,i,i,i
Cc1cnc(C(=O)OCC(=O)NCCc2ccccc2)cn1,i,0.1,i,i,2,0,i,i,i,i,i
CCN(C(=O)c1sc(N)c(C#N)c1C)C1CCCCC1,i,0.2,i,i,5,7,i,i,i,i,i
COc1cccc(CC(NC(C)=O)C(=O)NC2CCN(S(=O)(=O)c3cccc4ccccc34)CC2)c1 (configuration not stated),i,-0.6,i,i,-16,-5,i,i,i,i,i
Cc1[nH]c2ccc(F)cc2c1CCN(Cc1cccnc1)C(=S)Nc1ccccc1,i,0.5,i,i,-10,-9,i,i,i,i,i
CCOC(=O)NC(=O)CSc1nc2ccc(OCC)cc2[nH]1,i,1.1,i,i,-4,6,i,i,i,i,i
O=C(COc1ccc2c(c1)oc(=O)c1ccccc12)NCCCN1CCOCC1,i,0.2,i,i,0,10,i,i,i,i,i
CC(C(=O)O)N1c2cccc3cccc(c23)S1(=O)=O (configuration not stated),i,-25,i,i,-4,-11,i,i,i,i,i
CCOC(=O)C1C(=O)OC2(CCCC2)C1C(=O)OCC (configuration not stated),i,0.3,i,i,·,-34,i,i,i,i,i
CN(CC(=O)Nc1ccc(Cl)c(C(F)(F)F)c1)C(=O)C1(c2ccccc2)CC1,i,-0.5,i,i,21,-25,i,i,i,i,i
NC(=O)c1ccsc1NC(=O)c1cccs1,i,2.5,i,i,2,3,i,i,i,i,i
CCNc1nc(NOC)nc(OCC#N)n1,i,-0.3,i,i,4,6,i,i,i,i,i
O=C(c1ccc(Br)cc1)N(Cc1nc2ccccc2c(=O)[nH]1)C1CCCC1,i,-0.2,i,i,12,-2,i,i,i,i,i
c1ccc(C2NCCc3ccccc32)cc1 (configuration not stated),i,-0.8,i,i,0,9,i,i,i,i,i
Cn1c(SCC(=O)Nc2ccc(N3CCOCC3)cc2)nnc1-c1ccco1,i,0.0,i,i,1,-3,i,i,i,i,i
COC(=O)c1sc(NC(=O)/C=C/c2ccc(C)cc2)nc1C,i,-0.1,i,i,1,-4,i,i,i,i,i
COc1ccc(C(CCNCc2ccc(F)cc2)c2ccc(F)cc2)cc1 (configuration not stated),i,-0.4,i,i,-4,5,i,i,i,i,i
CCC(=O)N1CCc2cc(S(=O)(=O)N3CCN(c4cc(Cl)ccc4C)CC3)ccc21,i,0.9,i,i,-5,0,i,i,i,i,i
O=C(O)CCCCn1c(SCc2ccccc2Cl)nc2ccsc2c1=O,·,-1.5,i,i,16,2,·,·,i,i,i
CCN(CC)C(=O)Cn1c(=O)n(-c2ccccc2)c(=O)c2sccc21,i,0.2,i,i,-13,18,i,i,i,i,i
O=C(Nc1ccc(Cl)cn1)c1ccccc1F,i,3.4,i,i,2,-4,i,i,i,i,i
CCC(NC(=S)Nc1ccccc1)C(=O)O (configuration not stated),i,-17,i,i,-1,-2,i,i,i,i,i
Cc1cc(C(=O)OCC(=O)N(CC(C)C)c2c(N)n(Cc3ccccc3)c(=O)[nH]c2=O)c2ccccc2n1,i,-0.1,i,i,8,9,i,i,i,i,i
CCOC(=O)c1ccccc1-c1csc(NS(=O)(=O)c2ccc(Cl)cc2)n1,i,-0.2,i,i,22,3,i,i,i,i,i
CC(CN1CCCC1)OC(=O)c1ccc(Cl)cc1 (configuration not stated),i,-2.9,i,i,-1,4,i,i,i,i,i
CCOC(=O)C1=C(CS(=O)(=O)c2ccccc2)NC(=O)NC1c1cc(OC)c(O)c(OC)c1 (configuration not stated),i,-0.5,i,i,1,9,i,i,i,i,i
O=C(CSc1ccccn1)Nc1ccc(F)c([N+](=O)[O-])c1,i,-13,i,i,-1,0,i,i,i,i,i
O=C(Cc1ccc(Br)cc1)OCC(=O)N1CCc2ccccc2C1,i,-0.6,i,i,-9,4,i,i,i,i,i
CC(=O)n1cc(Nc2ccccc2C(=O)O)c2ccccc21,i,-0.3,i,i,4,-2,i,i,i,i,i
Cc1ccc(CSc2nnc(-c3cccnc3)n2N)cc1,i,-0.4,i,i,4,-3,i,i,i,i,i
O=C(CCNC(=O)Cn1cnc2ccccc2c1=O)NCC1COc2ccccc2O1 (configuration not stated),i,-0.4,i,i,1,-1,i,i,i,i,i
CCOC(=O)C1CCCN(C(=O)c2cc3c(=O)n4ccccc4nc3s2)C1 (configuration not stated),i,0.0,i,i,-1,-5,i,i,i,i,i
Cc1cccc(NC(=O)c2c(O)c3ccccc3n(C)c2=O)c1,i,1.2,i,i,-3,0,i,i,i,i,i

# Some of the entries so far, as labelled records.
O=C(Nc1ccc(Cl)cn1)c1ccccc1F
- MrgX1 antagonist: i
- HIF act: 3.4
- TRPC4 inh: i
- RGS4 inh: i
- SKKanGAS inh: 2
- Platelet DG rel: -4
- MrgX1 PAM: i
- MrgX1 ag: i
- TRPC6 act: i
- TRPC6 inhibitor: i
- RGS4 pot: i
Cc1cccc(NC(=O)c2c(O)c3ccccc3n(C)c2=O)c1
- MrgX1 antagonist: i
- HIF act: 1.2
- TRPC4 inh: i
- RGS4 inh: i
- SKKanGAS inh: -3
- Platelet DG rel: 0
- MrgX1 PAM: i
- MrgX1 ag: i
- TRPC6 act: i
- TRPC6 inhibitor: i
- RGS4 pot: i
Cn1c(=O)[nH]c(=O)c2c1nc(NCc1ccccc1)n2CC(O)c1ccccc1 (configuration not stated)
- MrgX1 antagonist: i
- HIF act: 0.5
- TRPC4 inh: i
- RGS4 inh: i
- SKKanGAS inh: -4
- Platelet DG rel: 13
- MrgX1 PAM: i
- MrgX1 ag: i
- TRPC6 act: i
- TRPC6 inhibitor: i
- RGS4 pot: i

# Other records:
SMILES,MrgX1 antagonist,HIF act,TRPC4 inh,RGS4 inh,SKKanGAS inh,Platelet DG rel,MrgX1 PAM,MrgX1 ag,TRPC6 act,TRPC6 inhibitor,RGS4 pot
CCCN=C1N/C(=C\c2ccco2)C(=O)N1c1ccccc1,i,-0.2,i,i,-3,2,i,i,i,i,i
S=C(Nc1ccc(Cl)c(Cl)c1)NC1CCCCC1,i,2.0,i,i,18,-5,i,i,i,i,i
O=C(O)C1CCCCC1C(=O)N1CC=C(c2ccccc2)CC1 (configuration not stated),i,-0.3,i,i,0,6,i,i,i,i,i
Cc1cc(C)nc(Sc2ccc(C=O)cc2[N+](=O)[O-])n1,i,0.2,i,i,-9,-18,i,i,i,i,i
CCOC(=O)C1CCCN(C(=O)c2ccc3nc(-c4ccccc4)c(-c4ccccc4)nc3c2)C1 (configuration not stated),i,17*,i,i,9,-2,i,i,i,i,i
